Screening data from PubChem BioAssay.
APP transl inh: APP translation inhibition. SH-SY5Y APP 5'UTR-luciferase reporter, luminescence. inhibition, % at 2 µM. 190,000 compounds, 0.82% hits;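 active means inhibition above a set limit, derived from the sample mean plus 3 SD, cut at about 45% in these data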; further: values of inactives mirror those of a sister screen read the other way
STAT1 inh: STAT1 signaling inhibition | NIH 3T3 STAT1-luciferase reporter, IFN-gamma, luminescence | inhibition, % at 5.5 µM | 200,000 compounds, 0.35% hits | AID 920;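 active means inhibition above a set limit, the mean inhibition across all tested compounds plus 3 SD, cut at about 34% in these data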;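 further: 0% = IFN-gamma with DMSO and 100% = IFN-gamma with 300 µM nifuroxazide; values of inactives mirror those of a sister screen read the other way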
STAT3 blocker: reduces IL-6 driven STAT3 reporter signal; U3A cells, IL-6 STAT3-luciferase reporter, luminescence; host cell line lacks STAT1; inhibition, % at 5.5 µM; 190,000 compounds, 0.89% hits; AID 862;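 active means inhibition above the mean inhibition across all screened compounds plus 3 SD, cut at about 44% in these data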;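 further: 0% = DMSO only wells and 100% = 100 µM nifuroxazide control wells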
STAT1 activator: increases IFN-gamma driven STAT1 reporter signal; NIH 3T3 STAT1-luciferase reporter, luminescence; 100% = IFN-gamma alone, no compound; 200,000 compounds, 2.6% hits; AID 932; activation (% of control), % at 5.5 µM;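 active means activation above the screen-wide mean activation plus 3 SD, cut at about 130% in these data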;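 further: raw ratio to IFN-gamma control signal so 100% means no change and 0% no light; values of inactives mirror those of a sister screen read the other way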
NF-kB expr up: NF-kB expression increase, human neuronal cells; NF-kB reporter expression; stronger effect = higher value; fold change at 12.5 µM; 190,000 compounds, 1.6% hits; AID 1239; in the data active means fold change above about 3.3
APP 5'UTR act: activates APP 5'UTR luciferase reporter; activation, % at 2 µM; 190,000 compounds, 1% hits; SH-SY5Y APP 5'UTR luciferase reporter, luminescence; zero percent = DMSO vehicle wells;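 active means activation above a set limit, based on mean plus 3 SD of controls, cut at about 140% in these data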; further: values of inactives mirror those of a sister screen read the other way
Hsp70 act: switches on Hsp70 transcription; HeLa Hsp70 promoter luciferase reporter, luminescence; scaled: vehicle 0, proteasome-inhibitor control 100%; 200,000 compounds, 0.04% hits; activation, % at 10 µM; AID 1203;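 active means activation above the mean across all tested compounds plus 3 SD, cutoff set per campaign, cut at about 5.5% in these data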;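 further: 100% = MG132 at 30 µM as the positive control and 0% = DMSO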
STAT3 act: STAT3 signaling activation; AID 871; activation (% of control), % at 5.6 µM; U3A cells, IL-6 STAT3-luciferase reporter, luminescence; 100% = signal with IL-6 EC80 alone; 190,000 compounds, 0.91% hits;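 active means activation above the screen-wide mean of compound activation plus 3 SD, cut at about 130% in these data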;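 further: 0% = background luminescence of wells with medium and substrate only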
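system = STAT3-luciferase reporter U3A cells | reagent = IL-6 stimulus at 33 ng/mL final | timing = 1 h compound pre-exposure, 6 h IL-6 stimulation, 37 °C | measured by = luminescence | evaluation = % activation versus median of IL-6-stimulated wells | control set = IL-6-only wells as 100% reference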
RAM network inh: inhibitors of the yeast RAM network; S. cerevisiae dse1pr::URA3 reporter, 5-FOA growth OD615, 2 d; analog-sensitive cbk1-as2 kinase mutant strain; inhibition, % at 50 µM; 190,000 compounds, 1.8% hits;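 active means inhibition above a set limit, 3 SD over mean compound inhibition, cut at about 8.4% in these data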;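 further: 0% = DMSO-only wells with no growth and 100% = 10 µM 1-NA-PP1 full growth; inhibition rescues growth on 5-FOA so higher OD means more RAM inhibition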
FLuc inhib CS: Photinus pyralis luciferase inhibition counter-screen; P08659; ATPLite firefly luciferase biochemical luminescence, 10 min; inhibition, % at 10 µM; 200,000 compounds, 1.5% hits;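 active means inhibition above about 50% when tested at 10 µM, limit read from the data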
Target sequence (P08659 whole entry, looked up): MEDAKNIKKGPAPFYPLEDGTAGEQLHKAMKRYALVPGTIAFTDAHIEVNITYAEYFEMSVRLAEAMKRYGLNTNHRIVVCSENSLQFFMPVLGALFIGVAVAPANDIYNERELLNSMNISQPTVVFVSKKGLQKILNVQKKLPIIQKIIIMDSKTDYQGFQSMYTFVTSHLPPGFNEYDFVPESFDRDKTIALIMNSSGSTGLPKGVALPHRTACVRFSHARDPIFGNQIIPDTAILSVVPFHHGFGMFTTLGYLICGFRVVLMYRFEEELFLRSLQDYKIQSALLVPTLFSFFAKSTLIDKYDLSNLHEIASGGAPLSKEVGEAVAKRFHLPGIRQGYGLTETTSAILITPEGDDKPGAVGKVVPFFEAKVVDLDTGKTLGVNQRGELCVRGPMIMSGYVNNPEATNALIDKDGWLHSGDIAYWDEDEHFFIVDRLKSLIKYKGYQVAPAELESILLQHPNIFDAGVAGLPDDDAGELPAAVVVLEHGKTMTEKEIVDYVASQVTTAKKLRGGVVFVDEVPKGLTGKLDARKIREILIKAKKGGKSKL
* marks the source's active call; other numbers are inactive results.

#	mol	APP transl inh	STAT1 inh	STAT3 blocker	STAT1 activator	NF-kB expr up	APP 5'UTR act	Hsp70 act	STAT3 act	RAM network inh	FLuc inhib CS
1	CCOC(=O)/C(C#N)=C/c1ccc(OC(=O)c2ccccn2)cc1	-2	4	-10	97	1.1	2	-0.4	104	-1.0	8
2	Cc1ccc(OCC(=O)Nc2ccc3c(c2)CCC3)c([N+](=O)[O-])n1	-9	-19	-6	120	1.6	9	0.1	109	2.5	2
3	Cc1cc(C)n2c(SCc3ccc(Cl)cc3Cl)nnc2n1	-3	2	22	98	0.89	3	-0.4	85	3.1	-1
4	CCN(CC)CCNC(=O)C1CCC(=O)N(c2ccc(OC)cc2)C1c1ccc(F)cc1 (stereo unspecified)	-11	3	9	98	0.9	11	-0.1	95	1.1	-4
5	C=CCNC(=O)/C(C#N)=C/c1cn(-c2ccccc2)nc1-c1ccc(OC)c([N+](=O)[O-])c1	0	-1	0	101	1	0	-0.5	103	1.1	-2
6	C=CCc1ccc(OCCOCCOc2cccc3cccnc23)c(OC)c1	8	10	-4	91	1.1	-8	-0.3	104	-0.1	-9
7	O=C(c1ccco1)N1CCN(c2nc(C3CC3)nc3c2nnn3Cc2ccccc2Cl)CC1	-8	5	32	98	0.77	8	1.3	75	2.7	-5
8	O=C(Nc1ccc(F)c(F)c1)c1cc(S(=O)(=O)N2CCN(c3ccccn3)CC2)ccc1F	19	3	-2	97	0.9	-19	-0.2	99	0.5	-3
9	CCN=C1SC(CC(=O)NCCc2ccc(OC)cc2)C(=O)N1CC (stereo unspecified)	-6	3	-8	97	0.91	6	-0.3	107	0.9	-9
10	CC(C)=CCN1CCN(Cc2cnc(N3CCOCC3)s2)CC1CCO (stereo unspecified)	-3	7	11	92	1	3	-0.5	94	0.7	-7
11	O=C(N/N=C/c1ccc[nH]1)c1ccc(O)cc1	-36	10	2	89	1.3	36	0.1	101	2.3	18
12	COCCCNC(=O)c1cccc(C(=O)NCCCOC)c1	-2	0	4	100	0.97	2	-0.1	100	0.5	-2
13	O=C(N/C(=C/c1ccc(Br)cc1)C(=O)N1CCOCC1)c1cccs1	-2	-3	0	101	1.1	3	-0.1	102	1.0	0
14	CCn1c(SCC(=O)NC(C)(C)C)nc(O)cc1=O	0	-1	7	101	1.4	0	-0.2	97	0.8	-1
15	COc1ccc(N(C(=O)c2cccc([N+](=O)[O-])c2)S(=O)(=O)c2ccc3c(c2)n(C)c(=O)n3C)cc1	-3	-1	17	101	0.86	3	-0.1	95	5.6	0

More results follow:
#	mol	APP transl inh	STAT1 inh	STAT3 blocker	STAT1 activator	NF-kB expr up	APP 5'UTR act	Hsp70 act	STAT3 act	RAM network inh	FLuc inhib CS
16	O=C(O)CC1COc2ccccc2N1C(=O)c1ccccc1Cl (stereo unspecified)	3	14	4	87	1.3	-3	-0.2	98	3.7	-6
17	O=Cc1ccccc1OS(=O)(=O)c1ccccc1	-13	10	-3	91	1	13	0.0	100	-1.4	-4
18	CCCCCC(=O)N1CCN(CCN=CC2=C(O)CC(c3ccc(OC)c(OC)c3)CC2=O)CC1 (stereo unspecified)	-7	2	9	98	0.97	7	0.1	97	1.7	-5
19	CCc1nnc(NC(=O)CSc2nnc(CNC(=O)c3cc(OC)c(OC)c(OC)c3)o2)s1	-21	6	9	93	1.1	21	0.3	94	2.3	-4
20	COCc1cc(C)nc(N2CCNCC2)c1C#N	-16	3	2	97	1.2	15	0.9	101	0.0	-8
21	CCOC(=O)CSc1nnc2c(n1)C1(C)CCC2C1(C)C (stereo unspecified)	-7	6	9	94	0.8	7	-0.1	95	1.3	-1
22	CC(=O)c1cccc(NC(=O)C2CCCC2)c1	2	4	10	95	0.98	-2	-0.5	92	1.5	-3
23	CCN(CC)S(=O)(=O)c1ccc(N2CCOCC2)c(NC(=O)C2COc3ccccc3O2)c1 (stereo unspecified)	-24	-2	-4	100	0.33	24	-0.3	112	2.7	-7
24	C=CCn1c(SCCN2CCCC2)nc2c([nH]c3ccccc32)c1=O	-15	2	-6	97	0.85	15	-0.6	108	1.1	-7
25	C=CCOC(=O)C(C#N)c1nc2ccccc2nc1N1CCN(c2ccccc2OC)CC1 (stereo unspecified)	8	-3	-2	104	0.54	-8	0.0	105	2.3	-2
26	COc1ccc(C(=O)NCC(C)CN(C)C)cc1 (stereo unspecified)	1	3	-5	98	1.1	-1	-0.3	108	0.8	-3
27	CC1=C(C(=O)Nc2ccc(Br)cc2)C(c2ccco2)NC(=O)N1 (stereo unspecified)	-10	3	14	98	1.1	11	-0.2	93	4.2	-2
28	COc1ccc(C2C(C#N)=C(N)Oc3c2ccc2cccnc32)cc1OC (stereo unspecified)	92*	12	10	88	1.2	-92	0.0	97	0.9	-2
29	CCc1nnc(NC(=O)CSc2nnc(-c3cc4ccccc4cc3O)n2CCOC)s1	-6	0	7	100	1.2	6	0.0	95	-0.1	2
30	O=C(Cc1ccccc1F)OCC(=O)N1CCN(C(=O)c2ccco2)CC1	-6	-10	4	111	1.3	6	-0.1	101	1.8	-2

31) COC(=O)c1cccc(NS(=O)(=O)c2ccc(NC(C)=O)cc2)c1C
32) Cc1oc(-c2ccccc2Cl)nc1CS(=O)CC(=O)NCc1cccs1 (stereo unspecified)
33) COc1ccc(NC(=O)CSc2nnc(-c3ccccn3)n2N)cc1
34) Cc1ccc(C)c2[nH]c(=O)c(CN(Cc3cccs3)C(=S)NCc3ccco3)cc12
35) O=S(=O)(c1cc(-c2nnc(-c3ccc(Br)cc3)o2)ccc1Br)N1CCCCCC1
36) O=C(Nc1cccnc1)c1ccc2snnc2c1

entry no.	31	32	33	34	35	36
APP transl inh	2	8	-2	-3	-6	-7
STAT1 inh	10	10	-7	7	-6	-5
STAT3 blocker	14	12	3	2	6	8
STAT1 activator	91	91	106	94	105	104
NF-kB expr up	0.86	1.1	0.92	0.69	1.2	1.2
APP 5'UTR act	-2	-8	2	3	6	7
Hsp70 act	-0.3	-0.1	-0.1	-0.4	-0.4	-0.5
STAT3 act	92	97	104	98	98	100
RAM network inh	-0.8	2.9	-0.6	3.5	6.0	1.9
FLuc inhib CS	0	-4	-9	-5	-5	-1

37) FC(F)(F)c1ccc(N2CCN(c3ncnc4c3nnn4Cc3ccccc3)CC2)nc1
38) COCCn1c(C)cc(C(=O)COc2nc3ccccc3nc2C)c1C
39) O=C1CC(c2nc3ccccc3[nH]2)CN1c1cccc(C(F)(F)F)c1 (stereo unspecified)
40) CC1(C)CC(C)(O)P(=O)(c2ccccc2)O1 (stereo unspecified)
41) O=C(CN1C(=O)c2ccccc2S1(=O)=O)NCCSC1CCCCC1
42) O=C1C(Cl)=C(NCCc2ccccc2)C(=O)N1CCc1ccccc1
43) Cc1ccc(OCC(=O)N2CCCCCC2)c(C)c1

entry no.	37	38	39	40	41	42	43
APP transl inh	1	3	30	-11	-1	-23	-3
STAT1 inh	1	18	7	-5	2	-6	-2
STAT3 blocker	11	36	20	-3	6	-3	3
STAT1 activator	99	83	94	102	98	105	102
NF-kB expr up	1.2	0.64	1.1	1.3	0.92	1.4	1.6
APP 5'UTR act	-1	-3	-30	11	1	23	3
Hsp70 act	-0.2	-0.3	-0.1	-0.2	-0.2	0.0	-0.3
STAT3 act	91	73	83	107	94	105	101
RAM network inh	3.3	1.6	-0.3	2.0	1.5	5.4	0.0
FLuc inhib CS	-1	-3	1	0	-6	6	-4

Entries from the list above containing an aryl thioether with sulfur outside any ring:
3) Cc1cc(C)n2c(SCc3ccc(Cl)cc3Cl)nnc2n1
14) CCn1c(SCC(=O)NC(C)(C)C)nc(O)cc1=O
19) CCc1nnc(NC(=O)CSc2nnc(CNC(=O)c3cc(OC)c(OC)c(OC)c3)o2)s1
21) CCOC(=O)CSc1nnc2c(n1)C1(C)CCC2C1(C)C (stereo unspecified)
24) C=CCn1c(SCCN2CCCC2)nc2c([nH]c3ccccc32)c1=O
29) CCc1nnc(NC(=O)CSc2nnc(-c3cc4ccccc4cc3O)n2CCOC)s1
33) COc1ccc(NC(=O)CSc2nnc(-c3ccccn3)n2N)cc1

entry no.	3	14	19	21	24	29	33
APP transl inh	-3	0	-21	-7	-15	-6	-2
STAT1 inh	2	-1	6	6	2	0	-7
STAT3 blocker	22	7	9	9	-6	7	3
STAT1 activator	98	101	93	94	97	100	106
NF-kB expr up	0.89	1.4	1.1	0.8	0.85	1.2	0.92
APP 5'UTR act	3	0	21	7	15	6	2
Hsp70 act	-0.4	-0.2	0.3	-0.1	-0.6	0.0	-0.1
STAT3 act	85	97	94	95	108	95	104
RAM network inh	3.1	0.8	2.3	1.3	1.1	-0.1	-0.6
FLuc inhib CS	-1	-1	-4	-1	-7	2	-9
